Polio RdRp inh: poliovirus RdRp elongation inhibitors, primary screen, biochemical, fluorescence polarization, total intensity; AID 588519, 2011; 150,000 compounds, 0.66% hits; poliovirus polymerase elongation; hits give low values; Genome polyprotein (Poliovirus type 1 (strain Mahoney)), P03300; % elongation, % (compound at 16.7 µg/mL); in the data active means % elongation below about 90%; further: some results filed as inactive read as strong as hits
Target sequence (P03300 1749-2209 limits assumed): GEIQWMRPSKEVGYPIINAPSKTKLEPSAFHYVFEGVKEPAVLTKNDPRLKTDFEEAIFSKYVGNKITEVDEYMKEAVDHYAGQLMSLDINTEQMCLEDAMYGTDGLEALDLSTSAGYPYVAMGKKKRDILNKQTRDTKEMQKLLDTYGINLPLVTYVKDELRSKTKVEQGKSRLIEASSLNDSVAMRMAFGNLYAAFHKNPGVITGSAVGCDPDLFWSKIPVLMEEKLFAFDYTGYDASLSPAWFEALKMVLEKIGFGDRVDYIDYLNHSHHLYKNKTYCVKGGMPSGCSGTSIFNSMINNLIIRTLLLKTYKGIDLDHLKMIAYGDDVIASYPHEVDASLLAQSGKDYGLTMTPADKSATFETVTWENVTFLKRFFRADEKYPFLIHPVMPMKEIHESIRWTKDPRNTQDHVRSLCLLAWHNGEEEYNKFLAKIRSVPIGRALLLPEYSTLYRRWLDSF
Polio RdRp inh FP z-score: second read-out of Polio RdRp inh, no call of its own (marks repeat the call); z-score; measured here: FP z-score; hits read low
* hit, by the source's call.

SMILES | Polio RdRp inh | Polio RdRp inh FP z-score
CNC(=O)NC1CCCCc2sccc21 (centres undefined) | 101 | -0.2
CCc1ccc2[nH]c(=O)c(CN(CCCN3CCOCC3)C(=S)NC)cc2c1 | 101 | -0.3
COc1ccc(CCn2cnc3sc4c(c3c2=N)CCCC4)cc1OC | 104 | 0.7
CCN(CC)S(=O)(=O)c1ccc(/C(O)=C2\C(=O)C(=O)N(CCOC)C2c2ccccc2F)cc1 (centres undefined) | 100 | -0.1
O=C(Nc1ccc(-c2ccc(N3CCCC3)nn2)cc1)C(F)(F)F | 105 | 0.2
Cc1cccn2c(=O)c(C=C(C#N)C#N)c(Sc3nc4ccccc4s3)nc12 | 96 | -0.4
Cc1ccc(CS(=O)Cc2ccc(C(=O)NC3CCCCC3)o2)cc1 (centres undefined) | 101 | -0.2
Fc1ccc(-c2ccc(NCc3ccccc3)nn2)cc1 | 104 | 1
CC1Oc2ccccc2N(CC(=O)NCC2CCCO2)C1=O (centres undefined) | 103 | 0.3
COc1ccc(OC)c(CCNCc2c(C(=O)O)c(C)n(Cc3ccc(F)cc3Cl)c2C)c1 | 108 | 0
CCOc1ccc(CCNC(=O)CN2C(=O)c3cccnc3Oc3ccc(Cl)cc32)cc1 | 112 | 1.4
Cc1ccc(-n2c(-c3nn(C)cc3Cl)n[nH]c2=S)cc1 | 102 | 0
Cc1coc2cc3oc(=O)c4c(c3cc12)CCCCC4 | 101 | -0.3
Cc1ccc(NC(=O)Nc2cc3c(cc2N2CCCCC2)n(C)c(=O)n3C)cc1Cl | 112 | -0.1
Cc1c(NC(=O)CN2CCC(C)CC2)c(=O)n(-c2ccccc2)n1C | 101 | 0
Cc1ccc2nc3c(c(N)c2c1)CCN3c1ccccc1 | 105 | 0.8
COc1cc2c(cc1OC)CN(CC(N)=O)CC2 | 103 | 0.2
COc1ccc(-c2cc(-c3ccc(F)cc3)nc3c2COc2ccc(F)cc2-3)cc1 | 107 | 0.7
CC(C)(C)C(=O)N(CCc1ccccc1)Cc1nc2ccccc2c(=O)[nH]1 | 101 | -0.2
CCc1ccc(C2CC(=O)N3CN(c4ccccc4)CSC3=C2C#N)cc1 (centres undefined) | 100 | -0.7
O=C(NCCc1ccccc1)c1ccc2c(c1)N(Cc1ccc(F)cc1)C(=O)c1ccccc1S2(=O)=O | 104 | -0.3
Cc1ccc(C(=O)NCCc2nnc3ccc(SCC(=O)NC4CCCCC4)nn23)cc1 | 100 | -0.4
CC(C)c1ccc(-c2csc3ncn(N)c(=O)c23)cc1 | 101 | 0
CCCc1ccc(C(=O)C(C)OC(=O)C2=NNC(=O)CC2)cc1 (centres undefined) | 105 | 0.2
CCOC(=O)/C=C1\CCC=C1N1CCOCC1 | 105 | 0.4

Remaining list, next part.
SMILES | Polio RdRp inh | Polio RdRp inh FP z-score
COc1cc(C(=O)NCc2nc3cccnc3n2Cc2ccc(C)cc2)cc(OC)c1OC | 119 | 2.6
CCOc1ccccc1NC(=O)c1cccc2c1C(=O)N(C1CCCCC1)C2 | 111 | 1
CC(=O)NC(=O)/C(C#N)=C/N1CCN(c2ccccc2)CC1 | 98 | -0.7
Cc1cc(C(=O)COC(=O)c2cc(=O)[nH]c3ccccc23)c(C)n1C | 99 | -0.6
COc1ccccc1CNc1ccc2c(c1)ncn2-c1ccccc1OC | 106 | 0.4
Cc1ccc(-c2noc(=O)n2CC(=O)Nc2ccc(S(=O)(=O)N3CCCC3)cc2)cc1 | 103 | 0.3
COc1ccccc1CNC(=O)c1cccs1 | 104 | 0.2
COc1cccc(N2C(=S)NC3c4ccccc4OC2(C)C3C)c1 (centres undefined) | 100 | -1
Cc1nn(Cc2cccc(C(=O)Nc3nc4ccc(S(C)(=O)=O)cc4s3)c2)c(C)c1Cl | 99 | -0.2
CCC12CN3CC(C)(CN(C1)C3c1ccccc1C)C2=O (centres undefined) | 105 | -0.4
COC(=O)C1=CN(c2ccc(F)cc2)C=C(C(=O)OC)C1c1cccc(O)c1 | 102 | 0
COc1ccc(C(=O)OCC(=O)NC2CC2)cc1 | 105 | 0.5
COC(=O)c1cnc(N2CCCN(S(=O)(=O)c3cccc4nonc34)CC2)nc1C(F)(F)F | 103 | 0.5
CCOc1ccc(NC(=S)NCC2CCCO2)cc1 (centres undefined) | 100 | 0
Cc1ccc(Nc2cc(=O)[nH]n2C)cc1Cl | 103 | -0.5
CNC(=O)C1CCCN(c2nnc(-n3c(C)ccc3C)s2)C1 (centres undefined) | 104 | 0.8
Cc1ccc(S(=O)(=O)C(CNC(=O)C(=O)NCc2ccc(Cl)cc2)c2ccco2)cc1 (centres undefined) | 100 | -1.5
O=C1N(CCc2ccccc2)c2ccccc2C12OCCCO2 | 102 | 0.1
Cc1nn(-c2ccccc2)c(Cl)c1C1N(Cc2ccccc2)CCN1Cc1ccccc1 | 104 | 0.3
CCOC(=O)/C=C1\CCCCCN1 | 104 | 0.7
Cc1cc(=O)oc(C)c1C(=O)NCCC1=CCCCC1 | 102 | 0.4
Cc1ccc(NC(=O)C(CC(C)C)NS(=O)(=O)c2ccc3c(c2)oc(=O)n3C)c(C)c1 (centres undefined) | 101 | -1.8
Cc1sc(/N=C/c2cn(Cc3ccccc3)c3ccccc23)c(C#N)c1C | 102 | 0.2
COc1ccc(OCC(=O)N2CCN(C(=O)c3cccc(OC)c3)CC2)cc1 | 106 | 0.2
CCC(=O)NC1(Cc2ccc(O)cc2)CCCCC1 | 99 | -1

More results follow.
SMILES | Polio RdRp inh | Polio RdRp inh FP z-score
Cc1cc(N)ccc1-n1cnnn1 | 101 | -0.6
COC(=O)c1c(C)n(S(C)(=O)=O)c2ccc(NS(C)(=O)=O)cc12 | 99 | -0.9
COc1cccc(CNC(=O)C2CCCCN2S(=O)(=O)c2ccc(F)cc2)c1 (centres undefined) | 111 | 0.7
COc1cccc(OCCNC(=O)c2cc(C(F)(F)F)cc(C(F)(F)F)c2)c1 | 108 | 0.6
COc1ccc(-n2c(=O)c3ccc(C(=O)NCc4ccc(C)cc4)cc3n(CC(=O)Nc3ccc(C)cc3)c2=O)cc1 | 104 | 0
Cc1ccc(C)n1C(Cc1c[nH]c2ccccc12)C(=O)O (centres undefined) | 99 | -1.1
COc1cccc(-c2ncnn2-c2cccc(Cl)c2C)c1 | 97 | -0.8
CC(=O)Nc1cc2ccc(OC(C)=O)cc2oc1=O | 105 | 0.7
CCOc1ccc(-c2nonc2NC(=O)c2oc3cc(C)c(Cl)cc3c2C)cc1OCC | 103 | 0.4
CN1CCN(C(=O)c2ccc(C(C)(C)C)cc2)CC1 | 101 | -0.2
Cc1ccc(NC(=O)Cc2c(O)c3ccccc3[nH]c2=O)c(C)c1 | 101 | 0.1
COc1ccc(N2CCN(S(=O)(=O)CCNC(=O)c3ccc(C(F)(F)F)cc3)CC2)cc1 | 105 | -0.4
COc1ccc(C2/C(=C(\O)c3ccc(F)cc3)C(=O)C(=O)N2c2nnc(C)s2)cc1OC (centres undefined) | 100 | -0.2
O=C(NCc1ccccn1)c1cc(-c2cccnc2)nc2ccccc12 | 105 | 1.6
CCC1CN(C(=O)N2CCC(C(=O)NCCCc3ccccc3)CC2)c2cc(C)ccc2O1 (centres undefined) | 103 | -0.6
Cc1ccc2nc(N(Cc3cccnc3)C(=O)c3ccc4c(c3)OCCO4)sc2c1 | 103 | -1
CC(C)(C)C(=O)OC1OCCOC1OC(=O)C(C)(C)C (centres undefined) | 104 | 0.3
CCN(CC)c1nn2c(=O)c(C(=O)NCCc3cccc(C)c3)cnc2s1 | 97 | -0.7
COc1ccc2nc(NC(=O)CC(C)(C)C)sc2c1 | 103 | 0.6
Cn1c(SCC(=O)c2ccc3c(c2)NC(=O)CO3)nc2ccccc21 | 98 | -0.6
CCCCNS(=O)(=O)c1ccc2nc(-c3cccnc3)cc(C(=O)NCCCOCC)c2c1 | 108 | 0.4
Cc1ccc(-c2nc(CCNC(=O)C(=O)Nc3ccc(C)c(Cl)c3)cs2)cc1 | 108 | 0.2
CCC(=O)Nc1cccc(Br)c1 | 102 | 0.7
CCCN1C(=O)C(CC(=O)Nc2ccccc2)SC1=Nc1ccc(S(=O)(=O)N2CCOCC2)cc1 (centres undefined) | 103 | 0.3
CCCN(C(=O)C1CC(=O)N(c2ccccc2C(C)CC)C1)C1CCS(=O)(=O)C1 (centres undefined) | 101 | -0.5

Other structures.
SMILES | Polio RdRp inh | Polio RdRp inh FP z-score
COc1ccc(-c2nnn(CC(=O)N(Cc3ccccc3)C(C)C(=O)NC3CCCC3)n2)cc1OC (centres undefined) | 105 | 1.1
COC(=O)c1scc(C)c1S(=O)(=O)Nc1ccc(C)cc1 | 107 | 0.6
Cc1cc(C)c(COC(=O)c2nonc2N)c(C)c1 | 107 | 0.5
Cc1c(C(C)C)c(=O)oc2cc(O)ccc12 | 104 | 0.3
CCCNS(=O)(=O)c1cc(-c2nn3c(C)nnc3c3ccccc23)ccc1C | 103 | -0.1
CCn1c(SCC(=O)Nc2ccccc2SCC(N)=O)n[nH]c1=O | 102 | 0
CCCn1c(NC(=O)[C@@H](NS(=O)(=O)c2ccccc2)C(C)C)nc2ccccc21 | 104 | 0.4
CCN(Cc1ccccc1)C(=O)c1cccc(N2C(=O)CCC2=O)c1 | 101 | -0.5
c1ccc(-c2nc3ccccn3c2Nc2ccc3c(c2)OCCO3)cc1 | 103 | -0.1
FC(F)(F)c1cccc(NCn2nc(-c3ccccc3)oc2=S)c1 | 104 | 0
CCOC(=O)c1cc(-c2ccccc2)sc1NC(=O)COC(=O)c1ccco1 | 101 | 0
Cc1c(C#N)c2ccccn2c1C(=O)NN | 105 | 0.1
O=C(COC(=O)c1cccc(Cl)c1)c1ccccc1 | 105 | 0.3
CC(C)(C)C1CCc2c(sc(NC(=O)c3noc4c3CCCC4)c2C#N)C1 (centres undefined) | 90 | -2
COc1ccc(S(=O)Cc2ccc(C(=O)NCCN(C)C)o2)cc1 (centres undefined) | 103 | 0.5
Cc1cc(S(=O)(=O)Nc2cc3c(cc2N2CCOCC2)n(C)c(=O)c(=O)n3C)ccc1F | 108 | 0.5
CC(C)CCn1c(=O)c2cccnc2n(Cc2cccc(F)c2)c1=O | 104 | 0.8
Cc1cc(S(=O)(=O)N2CCN(Cc3noc(CCC(=O)N(C)C4CCCCC4)n3)CC2)ccc1F | 100 | -0.4
CCCCOC(=O)Cn1c2ccccc2c2nc3ccccc3nc21 | 101 | -0.4
COc1cc(-c2noc(C3CC(=O)N(c4ccc5c(c4)OCCO5)C3)n2)cc(OC)c1OC (centres undefined) | 101 | -1.3
CN(C(=O)Cn1ncc2c(=O)oc3ccccc3c21)c1ccc(F)cc1 | 101 | 0.1
CCOC(=O)C1=C(C)N(C)C(c2ccccc2)(C(F)(F)F)NC1=O (centres undefined) | 101 | -0.3
CCN1C(=O)CSc2ccc(C(=O)NC3CCCCCCC3)cc21 | 102 | 0.5
CNC(=O)COC(=O)c1ccccc1OC | 100 | -0.4
Cc1sc(-c2cnn(-c3ccccc3)c2N)nc1-c1ccccc1 | 104 | 0.1

Additional results.
SMILES | Polio RdRp inh | Polio RdRp inh FP z-score
Cc1cc(C)nc(SCC(=O)NC2CCCCC2)n1 | 103 | 0.5
CCOC(=O)c1cccc(NC(=O)CCCn2nc(C)c3c(C)n(-c4ccccc4)nc3c2=O)c1 | 103 | -1
COc1cc(C(=O)CN(C)C2CCCCC2)cc(OC)c1OC | 106 | 0.3
CC1CCN(C(=O)COC(=O)c2ccc(N(C)C)cc2)CC1 | 101 | 0
COc1cc(/C=C2\SC(N3CCN(CCO)CC3)=NC2=O)ccc1OCc1ccccc1 | 101 | -0.2
COc1ccccc1OCC(=O)N(Cc1ccco1)Cc1ccccc1F | 104 | -0.5
Cn1ccnc1SCC(=O)c1cccc(C(F)(F)F)c1 | 103 | 0.4
COc1ccc(CCNC(=O)c2ccc(-n3cncn3)cc2)cc1 | 102 | 0
Cc1cc(C(F)F)n2nc(C(=O)Nc3ccc(F)c(Cl)c3)nc2n1 | 102 | -0.4
CN1C2CCC1CC(=NOC(=O)c1ccc(F)cc1)C2 | 99 | -0.4
N#Cc1nc(-c2ccccc2F)oc1NCC1CCCO1 (centres undefined) | 105 | 0.9
COc1cccc(Nc2ccc(Nc3cccc(OC)c3)nn2)c1 | 107 | 0.6
c1cc(C2OCCO2)ccc1C1OCCO1 | 103 | 0.5
Cc1cc(C(=O)OCC(N)=O)c(C)n1-c1ccccc1 | 101 | -0.2

By substructure: the compounds so far with a Cl atom.
SMILES | Polio RdRp inh | Polio RdRp inh FP z-score
COc1ccc(OC)c(CCNCc2c(C(=O)O)c(C)n(Cc3ccc(F)cc3Cl)c2C)c1 | 108 | 0
CCOc1ccc(CCNC(=O)CN2C(=O)c3cccnc3Oc3ccc(Cl)cc32)cc1 | 112 | 1.4
Cc1ccc(-n2c(-c3nn(C)cc3Cl)n[nH]c2=S)cc1 | 102 | 0
Cc1ccc(NC(=O)Nc2cc3c(cc2N2CCCCC2)n(C)c(=O)n3C)cc1Cl | 112 | -0.1
Cc1nn(Cc2cccc(C(=O)Nc3nc4ccc(S(C)(=O)=O)cc4s3)c2)c(C)c1Cl | 99 | -0.2
Cc1ccc(Nc2cc(=O)[nH]n2C)cc1Cl | 103 | -0.5
Cc1ccc(S(=O)(=O)C(CNC(=O)C(=O)NCc2ccc(Cl)cc2)c2ccco2)cc1 (centres undefined) | 100 | -1.5
Cc1nn(-c2ccccc2)c(Cl)c1C1N(Cc2ccccc2)CCN1Cc1ccccc1 | 104 | 0.3
COc1cccc(-c2ncnn2-c2cccc(Cl)c2C)c1 | 97 | -0.8
CCOc1ccc(-c2nonc2NC(=O)c2oc3cc(C)c(Cl)cc3c2C)cc1OCC | 103 | 0.4
Cc1ccc(-c2nc(CCNC(=O)C(=O)Nc3ccc(C)c(Cl)c3)cs2)cc1 | 108 | 0.2
O=C(COC(=O)c1cccc(Cl)c1)c1ccccc1 | 105 | 0.3
Cc1cc(C(F)F)n2nc(C(=O)Nc3ccc(F)c(Cl)c3)nc2n1 | 102 | -0.4

Compound activity deposited in PubChem by ICCB-Longwood Screening Facility, Harvard Medical School.

Some of the compounds tested; the hit share may differ from the screen's.
